Bioassay records as filed in PubChem BioAssay.
HT1080 IDH1KD tx: qHTS for induction of synthetic lethality in tumor cells producing 2HG: qHTS for the HT-1080-IDH1KD cell line; HT-1080 IDH1 knockdown viability, ATP luminescence, 48 h; Potency, µM (highest dose often 46.1 µM), without a hit: top-dose activity, negative = toxicity, actives largely listed as cytotoxic; actives 2% (n = 360,000);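 note: 0% = DMSO wells and -100% = cell-free medium wells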
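Viability of IDH1-knockdown HT-1080 fibrosarcoma cells was assessed by CellTiter-Glo after 48 h at 37 °C with titrated compound; concentration-effect curves were classified by fit quality and response size.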
KB-3-1 cytotox: qHTS assay for MDR1-selective chemotherapeutics: Primary screen using the parental adenocarcinoma cell KB-3-1 | Potency, µM (series often up to 46.1 µM), for the others: at the top dose activity change, negative = cytotoxic, actives largely listed as cytotoxic | KB-3-1 viability, CellTiter-Glo ATP luminescence, 72 h | actives 1.4% (n = 400,000); note: % is set by controls: 0 for no effect and ±100 for the full control effect; nearly all actives have a fitted effect of over 60% in size
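Parental KB-3-1 viability, qHTS format: 72 h compound exposure, 37 °C; CellTiter-Glo; media-only wells and DMSO plates as controls; concentration-effect fits on corrected data.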
HT1080-NT tox: qHTS for induction of synthetic lethality in tumor cells producing 2HG: qHTS for the HT-1080-NT fibrosarcoma cell line. HT-1080-NT fibrosarcoma viability, CellTiter-Glo ATP luminescence, 48 h. Potency, µM (top dose mostly 46.1 µM), for the others: at the top dose activity, negative = less viability, usual class: cytotoxic. actives 1.6% (n = 360,000);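 note: NT is the 2HG producing partner of a matched IDH1 knockdown line; 0% = DMSO-treated cells and -100% = media-only wells without cells; nearly all actives have a fitted effect of over 55% in size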
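Viability of the 2HG-overproducing fibrosarcoma line after 48 hours of compound exposure at 37 degrees C was determined by luminescence with CellTiter-Glo, and concentration-effect curves were then fitted and categorized.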
KB-V1 MDR tox: qHTS assay for MDR1-selective chemotherapeutics: Primary screen using the drug-selected MDR subline cells KB-V1; AID 1347076, 2019; Potency, µM (titrated, usually from 46.1 µM), without a hit: at the top dose activity change, negative = cytotoxicity, actives largely listed as cytotoxic; actives 3.4% (n = 400,000); KB-V1 MDR cells viability, CellTiter-Glo, 72 h; note: % is set by controls: 0 for no effect and ±100 for the full control effect; nearly all actives have a fitted effect of over 60% in size
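Cells of the MDR subline KB-V1 are plated, dosed with compound at multiple concentrations, and incubated 72 h at 37 degrees C; CellTiter-Glo is then added and luminescence read after 10 min.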
GLP1R inv ag: qHTS of GLP-1 Receptor Inverse Agonists (Inhibition Mode) | Glucagon-like peptide 1 receptor (Homo sapiens), P43220 | Potency, µM (titrated, usually from 38.3 µM), without a hit: top-dose activity change, negative = inhibition, actives largely listed as inhibitors | HEK293 GLP-1R CRE-luciferase, luminescence, 24 h; GLP-1R form is constitutively active | AID 624417, 2012 | actives 1.6% (n = 410,000); note: % is set by controls: 0 for no effect and ±100 for the full control effect; nearly all actives have a fitted effect of over 55% in size
Target sequence (P43220 whole entry, looked up): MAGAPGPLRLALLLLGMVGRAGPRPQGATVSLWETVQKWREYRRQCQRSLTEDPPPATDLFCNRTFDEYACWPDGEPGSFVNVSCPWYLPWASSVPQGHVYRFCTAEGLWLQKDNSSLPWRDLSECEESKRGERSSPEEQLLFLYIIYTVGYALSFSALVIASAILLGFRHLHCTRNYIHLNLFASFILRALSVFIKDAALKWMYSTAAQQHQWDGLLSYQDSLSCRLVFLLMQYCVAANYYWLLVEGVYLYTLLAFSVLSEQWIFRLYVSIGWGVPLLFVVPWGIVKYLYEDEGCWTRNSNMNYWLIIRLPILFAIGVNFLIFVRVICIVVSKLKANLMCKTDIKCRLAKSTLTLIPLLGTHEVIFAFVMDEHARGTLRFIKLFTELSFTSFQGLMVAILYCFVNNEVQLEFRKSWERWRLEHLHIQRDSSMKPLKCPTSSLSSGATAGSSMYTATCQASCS
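Inverse agonism was detected as reduced cAMP-driven luciferase luminescence after 24 h compound treatment. The cells were HEK293 clones expressing constitutively active human GLP-1R with the reporter. Reporter-only and GPR119 cell lines served as counterscreen controls.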
HEK293 tox: qHTS of GLP-1 Receptor Inverse Agonists: Cytotox Screen; Potency, µM (top dose mostly 38.3 µM), for the others: at the top dose activity change, negative = inhibition, actives largely listed as inhibitors; actives 0.13% (n = 410,000); HEK293 cAMP-luciferase reporter cells, luminescence, 24 h;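 note: loss of luciferase light is scored as toxicity; % is set by controls: 0 for no effect and ±100 for the full control effect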
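Here, cytotoxicity is scored as loss of luminescence. The MLSMR collection was tested on cells seeded in medium containing 10% Nu serum, with a 24 hr compound exposure preceded by 12 hours of culture.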
TDP-43 yeast inh: qHTS of TDP-43 Inhibitors. TDP-43 expressing yeast growth rescue, BacTiter-Glo, 24 h. Potency, µM (doses to about 46.1 µM), for the others: at the top dose growth rescue (activation), usual class: activators. actives 1.8% (n = 410,000). AID 652104, 2013; note: % of control where 0% means no effect; nearly all actives have a fitted effect of over 50% in size
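Growth rescue of TDP-43-toxic yeast measured as ATP luminescence (BacTiter-Glo). Cells grown to mid-log in raffinose, induced in galactose at OD600=0.02, exposed to compound 24 hr at 30 deg C.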
SW480 rereplic: A quantitative high throughput screen for small molecules that induce DNA re-replication in SW480 colon adenocarcinoma cells | actives 1.8% (n = 340,000) | AID 624297, 2012 | SW480 DNA re-replication, Hoechst DNA content imaging, 48 h | Potency, µM (top dose mostly 46.1 µM), for the others: top-dose re-replication activation, actives largely listed as activators; note: % of control where 0% means no effect; nearly all actives have a fitted effect of over 55% in size
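Hoechst fluorescence of nuclei (405 nm excitation, 500-530 nm emission) measured by plate-scanning imager after 48 hr compound exposure at 37 C; re-replication scored as increased number of nuclei with elevated intensity.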
GLP-1R agonist: qHTS of GLP-1 Receptor Agonists. Glucagon-like peptide 1 receptor (Homo sapiens), P43220. actives 0.007% (n = 380,000). Potency, µM (highest dose often 45.6 µM), without a hit: at the top dose activation, actives largely listed as activators. HEK293 GLP-1R CRE-luciferase, luminescence, 4-6 h; cells express a hypersensitive GLP-1R form. AID 624172, 2012; note: % of control where 0% means no effect
* = called active by the depositor; ? = inconclusive; / = not tested or not shown; & = joins results of further samples; [ ] = remark or other dose. Calls come from the whole dose curve; as a rule, active = well fitted curve in the direction sought with a large enough effect; inconclusive = small, poorly fitted or top-dose-only effect, or another doubt; inactive = no such curve, though single readings can be large; an effect the other way counts as inactive or inconclusive. Potency is the fitted concentration of half-maximal effect.

SMILES	HT1080 IDH1KD tx	KB-3-1 cytotox	HT1080-NT tox	KB-V1 MDR tox	GLP1R inv ag	HEK293 tox	TDP-43 yeast inh	SW480 rereplic	GLP-1R agonist
CCCN(Cc1ccco1)S(=O)(=O)c1ccc(OC)c(OC)c1	8.1%	-8.4%	4.8%	?	23.5%	0.8%	11.6%	13.6%	-3.2%
COc1ccc2c(c1)OC(c1ccccc1)(C(F)(F)F)NC2=O (configuration not stated)	4.2%	7.5%	23.9%	0.0%	0.5%	-0.8%	6.2%	3.2%	5.2%
COC(=O)c1ccccc1NC(=O)Cn1cc(Br)cn1	3.9%	-5.1%	12.7%	-4.6%	10.2%	0.2%	-4.3%	-0.8%	25.1%
CCC(C)Nc1ncnc2c1cnn2Cc1ccc(Cl)cc1 (configuration not stated)	6.3%	?	1.2%	?	?	-4.8%	14.7%	4.0%	7.0%
Cc1nc2ccccc2c(=O)n1NC(=O)c1ccc([N+](=O)[O-])cc1Cl	-0.2%	6.9%	3.5%	0.0%	-12.7%[7.66 µM]	-1.4%[7.66 µM]	6.6%[9.22 µM]	0.6%	-0.4%
COc1ccc(CC(=O)Oc2cc(C)[nH]c(=O)c2[N+](=O)[O-])cc1	20.3%	16.0%	18.4%	?	10.0%	-15.2%	-4.0%	-2.6%	-4.2%
COc1ccc(C2CC(c3ccccc3)=NN2C(=O)COC(=O)c2cc(S(=O)(=O)N3CCOCC3)ccc2Cl)cc1 (configuration not stated)	-1.9%	1.8%	-0.8%	2.3%	7.1%	5.7%	10.9%	-0.2%	0.5%
CCn1ncc(/C=N\NC(=O)c2csc3ccccc23)c1C	5.17µM*	6.51µM*	?	?	-27.6%	?	-3.7%	11.6µM*	1.3%
Nc1ccc2c(c1)CCC2=O	14.9%	8.4%	9.4%	29.1%	0.0%	5.9%	-14.8%	-0.8%	-10.3%
Cc1ccc(NC(=O)c2cc(NC(=O)c3ccccc3C(=O)O)ccc2N2CCCCC2)cc1	2.9%	13.4%	-6.5%	0.1%	?	-6.1%	2.6%[9.22 µM]	-14.7%	7.3%
CC(C)(C)C(=O)Nc1cccc(-c2ccc[nH]2)n1	8.5%	-0.1%	11.8%	16.4µM*	-26.8%	-1.1%	0.0%	-4.3%	2.5%
COCCCn1nnnc1SCC(=O)N1CCN(C(=O)c2ccco2)CC1	9.3%	14.9%	6.6%	6.1%	-16.1%	0.9%	22.7%	-66.8%[inhibitor]	-2.6%
CNS(=O)(=O)c1cn(CC(=O)N2CCN(c3ccc(OC)cc3)CC2)cc1S(=O)(=O)NC	/	8.6%	/	6.0%	3.4%	13.8%	10.7%	/	/
O=C(NC1CCN(Cc2ccccc2)CC1)c1ccc(Cl)cc1Cl	3.4%	-1.8%	4.4%	-2.6%	-25.8%	-1.4%	-3.6%	-15.0%	9.8%
CN(CC(=O)NCc1ccc(F)cc1)S(=O)(=O)c1ccc2c(c1)n(C)c(=O)c(=O)n2C	8.0%	4.0%	1.9%	?	19.8%	2.9%	2.9%	-1.3%	-6.3%
COc1cccc(C(=O)N/N=C2\SCC(=O)N2Cc2ccc3c(c2)OCO3)c1	-0.2%	3.1%	7.4%	-2.4%	45.9%[activator]	-8.5%	-7.9%	-16.4%	1.2%
COc1ccc2oc(C(=O)N(CC(C)C)C3CCS(=O)(=O)C3)c(C)c2c1 (configuration not stated)	-8.3%	8.1%	-1.2%	2.8%	11.8%	-6.7%	-0.3%	-76.4%[inhibitor]	18.8%
CC1CCN(C(=S)c2cn(Cc3ccc(F)cc3)c3ccccc23)CC1	-18.3%	?	0.9%	?	7.08µM*	-17.4%	6.5%	2.5%	-0.6%
CCc1nc2c(n1O)CCc1nonc1-2	-2.5%	-0.8%	1.7%	3.2%	8.1%	-5.9%	0.0%	-3.1%	-8.5%
C/C(=N\NC(=O)c1ccn(C)n1)c1ccc(NC(=O)c2cccc(F)c2)cc1	-0.4%	-6.2%	0.8%	?	5.4%	-9.0%	11.0%	17.6%	-2.6%
CC(NC(=O)c1ccc2nc(Cc3cccc(Cl)c3)oc2c1)c1ccncn1 (configuration not stated)	3.0%	57.8%	0.8%	?	-31.2%	-4.5%	29.7%	/	5.6%
CNC(=O)C1Cc2c(-c3cccc(F)c3)ccnc2O1 (configuration not stated)	25.6%	0.0%	25.1%	19.2%	5.4%	2.3%	2.6%	/	-0.7%
CC(=O)NS(=O)(=O)c1ccc(NC(=O)c2cccc(OCc3c(C)noc3C)c2)cc1	5.5%	2.1%	0.8%	13.5%	-10.8%	11.3%	11.1%	1.0%	-4.3%
O=C(O)CCn1c(SCCOc2ccccc2)nc2ccccc21	1.2%	3.4%	5.6%	9.5%	11.5%	1.4%	11.8%	-2.1%	0.9%
COc1cc(C2=NOC(C(=O)Nc3ccc4c(c3)OCO4)C2)cc(OC)c1OC (configuration not stated)	-16.3%	19.1%	-20.4%	16.2%	103.6%[activator]	5.7%	2.9%	-17.4%	7.6%
CC1CCCC(C)N1/N=C/c1cccc(Br)c1 (configuration not stated)	2.9%	0.3%	-8.7%	15.0%	-15.4%	-3.2%	7.4%	9.3%	4.5%
CCCn1c(SCC(=O)N2c3ccccc3Sc3ccccc32)nc2ccccc21	-10.7%	?	-0.6%	-19.9%	?	8.9%	7.5%	?	9.8%
O=C(O)c1ccc(Cl)c(S(=O)(=O)NCc2ccco2)c1	8.8%	11.2%	13.1%	17.0%	14.0%	-3.2%	-14.1%	-3.9%	10.1%
O=c1c2cnn(-c3ccccc3)c2ncn1Cc1ccccc1F	-1.4%	-6.5%	8.8%	0.5%	-9.7%	-16.2%	16.6%	-0.7%	0.7%
CCOC(=O)c1nc2ccccc2c(C)c1C	4.9%	4.5%	28.6%	16.0%	20.4%	12.0%	-17.4%	-9.2%	11.3%

4 of the compounds above, with values under each structure:
Below each compound – HT1080 IDH1KD tx, KB-3-1 cytotox, HT1080-NT tox, KB-V1 MDR tox, GLP1R inv ag, HEK293 tox, TDP-43 yeast inh, SW480 rereplic, GLP-1R agonist
Nc1ccc2c(c1)CCC2=O
  14.9%, 8.4%, 9.4%, 29.1%, 0.0%, 5.9%, -14.8%, -0.8%, -10.3%
CCC(C)Nc1ncnc2c1cnn2Cc1ccc(Cl)cc1 (configuration not stated)
  6.3%, ?, 1.2%, ?, ?, -4.8%, 14.7%, 4.0%, 7.0%
O=c1c2cnn(-c3ccccc3)c2ncn1Cc1ccccc1F
  -1.4%, -6.5%, 8.8%, 0.5%, -9.7%, -16.2%, 16.6%, -0.7%, 0.7%
Cc1ccc(NC(=O)c2cc(NC(=O)c3ccccc3C(=O)O)ccc2N2CCCCC2)cc1
  2.9%, 13.4%, -6.5%, 0.1%, ?, -6.1%, 2.6%[9.22 µM], -14.7%, 7.3%

Next structures:
SMILES	HT1080 IDH1KD tx	KB-3-1 cytotox	HT1080-NT tox	KB-V1 MDR tox	GLP1R inv ag	HEK293 tox	TDP-43 yeast inh	SW480 rereplic	GLP-1R agonist
CCC(=O)N(CCC(c1ccccc1)c1ccc2c(c1)OCO2)Cc1ccc(OC(C)C)cc1 (configuration not stated)	/	-2.8%	/	?	12.6µM*	-12.2%	0.4%	/	-3.6%
Cc1nc(-c2ccc(NC(=O)c3ccco3)cc2)cs1	?	?	?	4.0%	1µM*	23.7%	-50.1%[inhibitor]	-3.2%	-5.6%
C/C(=N\NC(=O)c1nnn(-c2nonc2N)c1-c1cccs1)c1ccc(C)cc1	-6.7%	2.3%	-8.2%	0.0%	-10.8%	-10.5%	-14.7%	0.3%	-4.0%
COc1ccccc1C(=O)NCC(=O)OCc1ccc(Br)cc1	10.8%	11.6%	18.0%	0.7%	3.1%	-5.3%	-4.7%	/	1.2%
CCCCCNC1=CC(=O)CC(c2ccccc2)C1 (configuration not stated)	-11.0%[9.24 µM]	?	?	14.6µM*	-10.2%	?	-8.2%	?	-0.1%
CCOc1ccccc1C=NNC(=O)C(=O)NN=Cc1ccccc1OCC	-1.7%	-0.7%	-3.3%	0.5%	0.0%	7.7%	17.2%	-12.9%	-0.4%
COCC(=O)NCc1ccc2c(c1)cc(C)n2C	-1.6%	-0.8%	1.7%	0.4%	0.5%	-19.6%	-19.8%	3.4%&0.7%	4.1%
CCOC(=O)Cc1ccc(NC(=O)N2CCc3c(sc4c3CCCC4)C2c2ccc(F)cc2)cc1 (configuration not stated)	/	-2.6%	/	-21.5%	3.98µM*	0.1%	7.5%	/	/
COc1ccccc1OCc1ccc(C(=O)NN)o1	-1.1%	1.9%	0.2%	5.6%	1.8%	6.1%	13.2%	-20.1%	-4.2%
Cc1noc(C)c1S(=O)(=O)N(C)C[C@H]1OCCCC[C@@H](C)Oc2ccc(NS(=O)(=O)c3cn(C)cn3)cc2C(=O)N([C@H](C)CO)C[C@@H]1C	10.1%	15.7%	12.6%	23.1%	4.9%	-0.5%	?	/	-4.2%
CCOC(=O)c1c(SCC(=O)Nc2nc3ccc(C)cc3s2)nc(=O)[nH]c1C	/	-13.5%	/	?	7.3%	-6.5%	17.8%	/	/
CCc1cccc(NC(=O)C(Cc2ccccc2)NS(=O)(=O)c2ccc3c(c2)oc(=O)n3C)c1 (configuration not stated)	/	0.7%	/	-5.0%	15.1%	-9.7%	-1.6%	/	/
CCCNc1nc(Cl)nc(NCc2cccnc2)n1	-1.5%	1.1%	-0.8%	-25.1%	17.8%	0.0%	-23.6%	?	9.5%
CCOC(=O)C1(C)CCCN(C(=O)c2cccnc2)C1 (configuration not stated)	9.4%	9.0%	5.8%	-9.0%	13.3%	7.7%	7.4%	/	-6.2%

Hits appear at their usual frequency, and some 9.4% of all compounds hit somewhere here.
